Bioassay records as filed in PubChem BioAssay.
S1P3 antag: blocks the human S1P3 receptor; inhibition, % at 4.98 µM; Q99500; 170,000 tested, 0.27% active; CHO S1P3 NFAT-BLA reporter, FRET fluorescence, antagonist mode;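 active = inhibition above the plate cutoff, the mean inhibition of test wells on that plate plus 3 SD, cut at about 28% in these data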;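 note: cells challenged with S1P at its EC80 of 0.8 µM; blue over green emission ratio from cleaved BLA substrate after 4 h stimulation; 0% = S1P-stimulated wells and 100% = unstimulated DMSO-only wells; some compounds past the cut are filed as inactive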
Target sequence (Q99500 whole entry, looked up): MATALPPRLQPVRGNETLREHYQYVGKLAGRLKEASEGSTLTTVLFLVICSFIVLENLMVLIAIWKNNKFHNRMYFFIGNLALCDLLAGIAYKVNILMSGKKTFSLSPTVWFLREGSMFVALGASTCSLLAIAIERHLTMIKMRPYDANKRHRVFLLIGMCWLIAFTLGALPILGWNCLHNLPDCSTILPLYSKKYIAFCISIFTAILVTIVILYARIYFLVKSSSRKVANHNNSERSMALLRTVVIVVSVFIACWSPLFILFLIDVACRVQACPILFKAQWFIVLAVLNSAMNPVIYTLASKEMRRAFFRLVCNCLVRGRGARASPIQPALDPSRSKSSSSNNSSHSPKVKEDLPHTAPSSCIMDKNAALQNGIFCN
Starred values were filed as active, the others as inactive.

S1P3 antag	Structure
-16	N#Cc1c(-c2ccccc2Cl)c2c([nH]c1=O)-c1ccccc1OC2
5	O=C(Nc1ccc2oc(=O)ccc2c1)c1ccc(-c2ccccc2[N+](=O)[O-])o1
11	Cc1cccc(CSc2nnc(-c3cnccn3)n2C)c1
6	CC(=C\c1ccco1)/C=C1/SC(=S)N(CC(=O)O)C1=O
1	O=C(NCc1ccco1)c1ccc2c(c1)N(Cc1ccc(Cl)cc1)CCS2
-10	COc1ccc(S(=O)(=O)Nc2nc3ccccc3nc2NCC2CCCO2)cc1 (configuration not stated)
4	Cc1cc(=O)oc2cc(OCc3ccc(C(=O)OCC(=O)NC4CCS(=O)(=O)C4)cc3)ccc12 (configuration not stated)
4	O=C(O)CC(CC(=O)Nc1ccc2ccccc2n1)c1ccccc1 (configuration not stated)
-13	CC(C)(C)CC(C)(C)NC(=O)/C=C/C(=O)O
-1	S=c1[nH]ccn1-c1c(Cl)cccc1Cl
-9	CCN(CC)S(=O)(=O)c1ccc(N2CCOCC2)c(NC(=O)C2CCCO2)c1 (configuration not stated)
6	COC(=O)c1ccccc1NC(=S)N(C)C
-8	CCOc1ccc2oc(C(=O)O)c(C)c2c1
-6	Cc1ccc(C(=O)C2=C(O)C(=O)N(c3ncccn3)C2c2ccc(Br)cc2)o1 (configuration not stated)
-14	CC(C)COc1ncnc2c1sc1nc3c(cc12)COC(C)(C)C3
4	COc1nsnc1NS(=O)(=O)c1ccc(NC(=S)NC(=O)c2ccncc2)cc1
8	Cn1c(-c2ccccc2[N+](=O)[O-])[n+](C)c2ccccc21
-18	CC1Cc2nc(SCC(N)=O)n(Cc3ccccc3)c(=O)c2S1 (configuration not stated)
2	Cc1cc(=O)oc(C)c1C(=O)Nc1ccc(F)cc1
-9	O=c1[nH]c2ccc(NC(=S)NCc3ccccc3)cc2[nH]1
-1	COc1cc(NC(=O)CSCC(=O)Nc2cc(OC)cc(OC)c2)cc(OC)c1
-2	O=c1cc2oc3cc(O)c(O)cc3c(-c3ccccc3O)c-2cc1O
-4	O=C(N/N=C/c1ccccn1)c1cc(-c2ccccc2)nc2ccccc12
-11	COc1cc2c(cc1OC)CN(C(=O)c1sccc1C)CC2
-5	COc1ccccc1Cn1[nH]nnc1=S
-9	O=S(=O)(NCc1csc(-c2cccs2)n1)c1ccc(Cl)cc1
-4	CNc1cc([N+](=O)[O-])ccc1OCc1ccccc1
4	CC(C)OP(=O)(OC(C)C)C(O)c1cccc([N+](=O)[O-])c1 (configuration not stated)
-1	CC(=O)OC1CC(c2cc(C(C)(C)C)c(O)c(C(C)(C)C)c2)=NO1 (configuration not stated)
-3	CCC(NC(=O)c1ccccc1NC(=O)c1ccccc1)C(=O)NNC(=O)c1cccnc1 (configuration not stated)
15	C/C(CC(=O)N1CCCC1)=N\NC(=O)c1cc2ccccc2cc1O
-10	COc1c(C(=O)NNC(=O)c2ccccc2)csc1Br
-14	NC(N)=Nc1cc2ccccc2c2ccccc12
4	CCOC(=O)C1(Cc2ccc(Cl)cc2)CCN(C(=O)c2cnc(C)cn2)CC1
-8	Cc1cc(OC2CCCCC2)nc(NCc2ccccc2)n1
-2	Cc1cc(C(=O)N2CCN(c3ncccc3C#N)CC2)no1
7	CCOC(=O)C1CCN(S(=O)(=O)c2ccc(NC(C)=O)c(Cl)c2)CC1
3	COc1ccc(NC(=O)CN2CCN(C(=S)NC3CCCC3)CC2)cc1
13	O=C(NCc1csc(-c2cccs2)n1)Nc1ccc(C(F)(F)F)cc1
10	O=S(=O)(Nc1ccc(N2CCCCC2)cc1)c1ccc(F)cc1F

The last 3 entries of the section above lead into the next:
S1P3 antag	Structure
3	COc1ccc(NC(=O)CN2CCN(C(=S)NC3CCCC3)CC2)cc1
13	O=C(NCc1csc(-c2cccs2)n1)Nc1ccc(C(F)(F)F)cc1
10	O=S(=O)(Nc1ccc(N2CCCCC2)cc1)c1ccc(F)cc1F
5	CC(C)(C)C(=O)NNC(=O)c1cc2sccc2s1
12	CC(=O)CC(C)(C)Nc1nc2cc([N+](=O)[O-])ccc2o1
10	CCOc1ccc(C(=O)NN2C(=S)NC(C)(C)C=C2C)cc1
-28	CC(Nc1ccc(Cl)c(Cl)c1)C(=O)NN (configuration not stated)
-5	CSc1nnc(-c2ccc(NC(N)=S)cc2)o1
1	COc1ccc(CC(=O)Nc2ccc(N3CCOCC3)cc2)cc1OC
14	Cc1nc(NS(=O)(=O)c2ccc(Cl)s2)c2c3c(sc2n1)CCCC3
5	CCc1ccccc1N1C(=O)[C@@H]2Cc3ccccc3CN2C1=O
-1	O=C(NCCN1CCN(Cc2ccccc2)CC1)Nc1cc(Cl)cc(Cl)c1
3	COC(=O)c1c(C)oc(C)c1S(=O)(=O)NCc1cccs1
8	COc1ccccc1C(=O)N1CCC(N2CCN(c3ccccc3)CC2)CC1
-4	C/C(=N\NC(N)=O)c1c(F)cccc1F
6	NNC(=O)c1ccc(-c2ccccc2F)cc1
1	Cc1ccc2sc(=O)[nH]c2c1
1	CCn1c(=O)c2c(nc3n2CCCN3c2cccc(C)c2)n(C)c1=O
-3	COc1ccccc1NS(=O)(=O)c1cccc(C(=O)NNC(=O)C(NC(N)=O)C(C)C)c1 (configuration not stated)
-14	Cc1ccc(/C=C/C(=O)N2CCCC(C(N)=O)C2)o1 (configuration not stated)
14	c1ccc(Nc2nc(NCc3ccco3)c3ccccc3n2)cc1
-4	COc1cc(OC)c(OC)cc1/C=N/NC(=O)c1ccc2nc[nH]c2c1
-20	c1ccc2oc(-c3ccn[nH]3)cc2c1

A second format for some results above:
compound | S1P3 antag
COc1cc(OC)c(OC)cc1/C=N/NC(=O)c1ccc2nc[nH]c2c1 | -4
c1ccc2oc(-c3ccn[nH]3)cc2c1 | -20
Cc1ccc2sc(=O)[nH]c2c1 | 1
O=C(NCc1csc(-c2cccs2)n1)Nc1ccc(C(F)(F)F)cc1 | 13
CC(C)(C)C(=O)NNC(=O)c1cc2sccc2s1 | 5
COc1ccccc1NS(=O)(=O)c1cccc(C(=O)NNC(=O)C(NC(N)=O)C(C)C)c1 (configuration not stated) | -3
N#Cc1c(-c2ccccc2Cl)c2c([nH]c1=O)-c1ccccc1OC2 | -16
CCN(CC)S(=O)(=O)c1ccc(N2CCOCC2)c(NC(=O)C2CCCO2)c1 (configuration not stated) | -9
O=C(O)CC(CC(=O)Nc1ccc2ccccc2n1)c1ccccc1 (configuration not stated) | 4
CCOc1ccc(C(=O)NN2C(=S)NC(C)(C)C=C2C)cc1 | 10
CCn1c(=O)c2c(nc3n2CCCN3c2cccc(C)c2)n(C)c1=O | 1
COc1c(C(=O)NNC(=O)c2ccccc2)csc1Br | -10

Next structures:
S1P3 antag	Structure
-6	COc1cccc(Nc2ncc(C#N)c(N)n2)c1
0	COC(=O)c1cnc(Nc2ccc(Cl)cc2)c([N+](=O)[O-])c1
1	C#CCOC(=O)Nc1cnccc1C(F)(F)F
-5	O=C1NCCN/C1=C\C(=O)c1ccc(Cl)cc1
2	Cc1c(C(=O)N2CCOCC2)cc(C(C)(C)C)n1-c1ccccc1
5	O=C(O)c1cc(-n2cccc2)ccc1N1CCOCC1
-6	CCN1CCCCC(=N/O)/C(=N/O)CCCC1
-6	CCCCc1c(O)cc(C)[nH]c1=O
5	Cc1ccc(C(=O)NCCc2ccccn2)cc1S(=O)(=O)N1CCOCC1
4	CCOc1ccc(-n2nc(C(=O)N3CCOCC3)c3ccccc3c2=O)cc1
16	CC(=O)N(CCC1(C(C)C)CCOC(C)(C)C1)C(C)c1cccs1 (configuration not stated)
-2	Cn1nnc(NC(=O)/C=C/c2ccco2)n1
-3	CCOc1ccc(Nc2nc(N)nc(CSC(=S)N3CCN(c4ccccc4)CC3)n2)cc1
6	O=C(O)CC/C(=N\NC(=O)CNC(=O)c1ccc(F)cc1)c1ccccc1
30*	Nc1ccc2nc3c(=O)n(C4CCCCC4)c(=O)[nH]c3nc2c1
-11	O=c1n(Cc2ccc(F)cc2)nc2n1-c1ccccc1SC2
-5	O=C(NNc1cccc(Cl)c1)c1cccnc1Oc1ccccc1
-3	Cc1ccc(N=Cc2c(C)[nH]n(-c3ccccc3)c2=O)nc1
-8	COc1ccc2nc(/C=N/NC(=O)[C@@H]3CCCN3C(=O)OC(C)(C)C)ccc2c1
-8	Cc1cc(C)c2oc(C(=O)N(Cc3ccccc3)C3CCS(=O)(=O)C3)cc(=O)c2c1 (configuration not stated)
17	CC(NC(=O)CCl)c1ccccc1Br (configuration not stated)
-10	NC(C(=O)O)C(c1ccccc1)C(F)F (configuration not stated)
-6	Cc1ccc(NC2CC(C)NC(=S)N2)cc1 (configuration not stated)
-9	COc1cc([N+](=O)[O-])cc(/C=N/NC(=O)c2cccnc2)c1O
-10	O=C(COC(=O)CCc1nc2ccccc2c(=O)[nH]1)Nc1ccc(Cl)cn1
-5	CCOCCn1c(=O)c2c(nc3n2CCN3c2ccc(C)cc2)n(C)c1=O
-26	Cc1ccc2cc3c(nc2c1)OCC3
12	Cc1ccc(N=Nc2c(O)c3ccccc3[nH]c2=O)c(S(=O)(=O)N(C)C)c1
3	S=c1[nH]nc(-c2cccc(Cl)c2)n1/N=C/c1ccco1
-11	O=C(O)CNS(=O)(=O)c1cccc(Cl)c1
0	Cc1cc2nc(CS)[nH]c2cc1C
4	Cc1cc(C)c2c3c(sc2n1)C(=O)N(c1ccccc1C)CC(=O)N3
-10	COc1ccc(C(=O)NC(=S)Nc2nc(C)cc(C)n2)cc1Br
8	S=c1[nH]nc(-c2ccco2)n1/N=C/c1c(Cl)cccc1Cl
0	CCOC(=O)c1sc(=S)n(-c2ccc(OC)cc2)c1N
-5	O=c1[nH]cnc2ccc([N+](=O)[O-])cc12
-13	Cn1cc(CCNC(=O)CC2C(=O)NCCN2CC(c2ccccc2)c2ccccc2)cn1 (configuration not stated)
5	COCCCNC(=S)N/N=C/c1ccc(OC)cc1
-5	O=C(O)CC12CC3CC(C1)CC(n1ncc(N4CCC5(CC4)OCCO5)c(Cl)c1=O)(C3)C2
-20	COc1ccc(NC(=O)c2cnc3sccn3c2=O)cc1OC
5	CCc1ccc(/C=N/N2CCN(c3ccccn3)CC2)cc1
-10	CC(C)[C@H](Nc1ncnc2c1oc1ccccc12)C(=O)O
-5	N#Cc1cccc(NC(=O)CN2C(=O)NC(Cc3ccccc3)C2=O)c1 (configuration not stated)
23	CN1CCN(c2ccc(CNS(=O)(=O)Cc3cccc(C(F)(F)F)c3)cc2)CC1
-2	O=C(NCC(c1cccs1)N1CCOCC1)c1cc(-c2ccccn2)nc2ccccc12 (configuration not stated)
-1	COc1ccc(NC(=O)C2C(c3ccccc3)C2(Cl)Cl)cc1 (configuration not stated)
3	Cc1ccc(/C=N/n2c(-c3cccnc3)n[nH]c2=S)o1
-4	O=C(N/N=C/c1ccco1)c1cc(C2CC2)[nH]n1
-5	O=C(NCc1csc(-c2cccs2)n1)Nc1cccc(Cl)c1
-13	COC(=O)C(NC(=O)c1cccnc1Cl)C(C)C (configuration not stated)
5	COc1ccc(NC(=S)Nc2ccccc2)cc1
-8	O=c1[nH]nc(SCCS(=O)(=O)c2ccc(F)cc2)n1-c1ccccc1
-1	O=Cc1c[nH]c2ncccc12
-7	O=C(O)C1CCC(=O)N1C(=O)OCc1ccccc1 (configuration not stated)
-4	CN(Cc1ccccc1)C(=O)C1CCCN1S(=O)(=O)c1ccc2c(c1)n(C)c(=O)c(=O)n2C (configuration not stated)
-12	CCOC(=O)c1c(C)n(-c2ccc(OC)cc2)c2ccc(O)c(CN(C)C)c12
-17	Cc1ccc(N/N=C(\C#N)C(=O)c2ccsc2)cc1
-10	Cc1ccc2c(c1)N(C(C)C(=O)NCc1ccccn1)C(=O)CO2 (configuration not stated)
-12	O=C(c1ccc(NS(=O)(=O)c2ccc3c(c2)OCCO3)cc1)N1CCCCC1
0	Cc1ccc(-c2nc(-c3ccccn3)sc2CC(=O)O)cc1

Other results:
S1P3 antag	Structure
4	C/C(=N\Nc1nc2ccccc2nc1C)c1ccccc1O
-14	COc1cc(/C=N\NC(=O)C2COc3ccccc3O2)cc(OC)c1O (configuration not stated)
-16	O=C(COC(=O)CCc1nc2ccccc2c(=O)[nH]1)Nc1ccc(N2CCOCC2)cc1
3	CC(=O)NCCCc1nc2ccccc2n1Cc1c(F)cccc1Cl
-13	Cc1cc(NC(=O)CCN2C(=O)/C(=C\c3ccccc3)SC2=S)no1
1	O=C(NNc1nc2ccccc2s1)Nc1ccc(F)cc1
7	Nc1nc(CN2CCN(C(c3ccccc3)c3ccccc3)CC2)nc(Nc2ccccc2)n1
1	CN1CCc2c(sc(/N=C/c3c[nH]c4ccccc34)c2C#N)C1
7	O=C(c1cc2ccccc2s1)N1CCOCC1
-5	O=C(O)CC(Sc1n[nH]c(=S)s1)C(=O)O (configuration not stated)
-2	O=C(NNC1=Nc2cc([N+](=O)[O-])ccc2OC1)c1ccccc1Cl
9	O=C(Nc1ccccc1Cl)Oc1ccc2ccccc2c1
0	Cc1cc(C)c2c(SC(C)C)nc(N)nc2n1
7	COC(=O)c1ccc(C(C2C(=O)CC(C)(C)CC2=O)C2C(=O)CC(C)(C)CC2=O)cc1
-8	O=C(N=Nc1c(O)[nH]c2ccc([N+](=O)[O-])cc12)c1ccccc1Cl
-9	O=C(CN1C(=O)NC(Cc2c[nH]c3ccccc23)C1=O)Nc1cccc(S(=O)(=O)N2CCOCC2)c1 (configuration not stated)
-11	CC(C)=C(NC(=O)c1ccccc1)C(=O)Nc1ccc(C(=O)O)cc1
-12	CS/C(N)=N/N=C/c1cc(C)ccc1O
-6	Nc1o[nH]c(=O)c1Cc1ccccc1
-2	Cn1nc(-c2ccccc2)cc1NC(=O)c1cccs1
8	O=C1C2=C(CCCC2)C(=O)N1CNc1ccccc1

Some of the compounds tested; count on the stated rates, not on these rows.
